Source: PubChem BioAssay
GAA inhib – inhibitors of human lysosomal alpha-glucosidase; P10253; purified human GAA, 4-MU-alpha-glucoside fluorescence; Potency, µM (doses to about 76.9 µM), for inactives: at the top dose activity change, negative = inhibition, actives largely listed as inhibitors; 200,000 tested, 0.005% active; AID 1466;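 further: plate controls were uninhibited enzyme wells for no effect and no-enzyme background for full effect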
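Activity normalized between no-enzyme (basal) and enzyme-only wells. Conditions: 4 nM human enzyme, 400 uM fluorogenic substrate, citrate/phosphate pH 5.0 with Tween-20, 20 min room temperature, compounds up to 77 uM.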
GLA spleen mod – inhibits or activates alpha-galactosidase in human spleen homogenate. P06280. Potency, µM (doses to about 80 µM), without a hit: top-dose activity change, negative = inhibition, most hits filed as inhibitors. 240,000 tested, 0.008% active. human spleen homogenate, 4MU-alpha-Gal fluorescence, 40 min;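 further: 0% = enzyme with vehicle and -100% = no enzyme basal signal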
Target sequence (P06280 32-429 limits assumed): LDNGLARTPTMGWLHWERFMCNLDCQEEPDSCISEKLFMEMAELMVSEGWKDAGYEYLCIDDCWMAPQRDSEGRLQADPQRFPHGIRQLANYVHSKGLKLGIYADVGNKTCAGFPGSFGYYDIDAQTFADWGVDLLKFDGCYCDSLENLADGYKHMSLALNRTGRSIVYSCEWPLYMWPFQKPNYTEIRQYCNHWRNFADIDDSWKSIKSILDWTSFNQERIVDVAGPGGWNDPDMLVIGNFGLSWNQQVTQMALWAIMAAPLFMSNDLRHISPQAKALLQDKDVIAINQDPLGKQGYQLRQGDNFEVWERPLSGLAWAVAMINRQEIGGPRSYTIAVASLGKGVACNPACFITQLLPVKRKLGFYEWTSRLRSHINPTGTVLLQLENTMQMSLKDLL
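Human spleen homogenate (1 ug) was the enzyme source, with 4-methylumbelliferyl-alpha-D-galactopyranoside (1 mM final) in pH 5.0 citrate buffer with 0.01% Tween-20. Compounds were titrated; after 40 min at 37C, NaOH/glycine stop, 4-MU fluorescence read; AC50 from Hill fits.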
RGS12 GoLoco inh – RGS12 GoLoco-Gai1 interaction inhibition. P63096. Gai1:RGS12 GoLoco peptide FP, rhodamine, 10 min. AID 880. Potency, µM (series often up to 61.6 µM), without a hit: top-dose activity, negative = inhibition, usual class: inhibitors. 230,000 tested, 0.44% active; active means well fitted inhibition curve with a large enough effect, not every such curve was filed as active; inactive means no such curve, though single readings can be large or run the other way; further: on the % scale 0 is the no-effect control and ±100 the full control effect; nearly all actives have a fitted effect of over 30% in size; many of its hits are not listed in these tables
SMN2 splice enh – SMN2 splice variant enhancement. AID 1458. Potency, µM (series often up to 46.1 µM), for the others: at the highest dose activity change, positive = activation, most hits filed as activators. HEK293 SMN2-luciferase splicing reporter, luminescence, 30-36 h. 210,000 tested, 2.8% active; further: % of control where 0% means no effect; nearly all actives have a fitted effect of over 55% in size
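HEK293 cells carry an SMN2 […]–luciferase reporter in which exon 7 inclusion puts luciferase in frame. Cells were plated 10-12 h before compound addition, then incubated 30-36 h at 37C. ONE-Glo luminescence was read; sodium butyrate at 4.5 mM final served as control.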
GAA glycogen mod – alters human alpha-glucosidase cleavage of glycogen; recombinant GAA, glycogen substrate, Amplex Red glucose oxidase fluorescence; Potency, µM (titrated, usually from 76.4 µM), inactives show at the highest dose activity change, negative = inhibition, most hits filed as inhibitors; 300,000 tested, 0.38% active;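 further: 0% = full enzyme reaction and -100% = no-enzyme basal signal; the screen sought inhibitors and activators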
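Recombinant enzyme (4 nM final) with compounds titrated up to 77 uM and bovine liver glycogen (30 ug) in citrate pH 5.0, 0.01% Tween-20, 37 C 40 min. Released glucose detected by Amplex Red/glucose oxidase (Ex 573/Em 610); AC50 from Hill fits.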
ALDH1A1 inh – inhibitors of human aldehyde dehydrogenase 1A1; P00352; Purified ALDH1A1, NADH fluorescence, propionaldehyde substrate; Potency, µM (series often up to 75.3 µM), for inactives: top-dose activity, negative = inhibition, most hits filed as inhibitors; 220,000 tested, 7.3% active; AID 1030; active means well fitted inhibition curve with a large enough effect, not every such curve was filed as active; inconclusive means small, poorly fitted or top-dose-only effect, or another doubt; inactive means no such curve, though single readings can be large or run the other way;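 further: plate controls were no enzyme wells and a reference inhibitor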
Target sequence (P00352 whole entry, looked up): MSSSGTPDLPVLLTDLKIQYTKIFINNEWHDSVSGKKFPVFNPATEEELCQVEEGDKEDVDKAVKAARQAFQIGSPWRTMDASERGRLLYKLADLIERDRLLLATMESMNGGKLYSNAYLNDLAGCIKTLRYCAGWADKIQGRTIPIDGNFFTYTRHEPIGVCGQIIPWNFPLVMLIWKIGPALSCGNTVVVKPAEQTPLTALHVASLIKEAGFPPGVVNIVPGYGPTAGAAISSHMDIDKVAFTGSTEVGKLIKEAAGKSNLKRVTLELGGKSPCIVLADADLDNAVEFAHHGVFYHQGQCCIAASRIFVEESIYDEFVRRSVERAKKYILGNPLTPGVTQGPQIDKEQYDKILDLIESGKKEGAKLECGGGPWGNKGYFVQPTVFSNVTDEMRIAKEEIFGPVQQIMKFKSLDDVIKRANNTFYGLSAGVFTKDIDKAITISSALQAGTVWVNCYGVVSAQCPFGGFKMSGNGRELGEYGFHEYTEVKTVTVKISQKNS
GAA spleen mod – inhibitors or activators of human alpha-glucosidase in spleen homogenate; AID 2112; human spleen homogenate, 4-MU-alpha-glucoside fluorescence; 240,000 tested, 0.006% active; P10253; Potency, µM (doses to about 79.9 µM), inactives show at the highest dose activity change, negative = inhibition, usual class: inhibitors;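 further: 0% = enzyme with vehicle and -100% = no enzyme basal signal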
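AC50 values come from Hill-equation fits of concentration-response data, normalized to no-enzyme and full-activity controls. Enzyme source: 1 ug human spleen homogenate; 1 mM fluorogenic 4-MU glucoside, pH 5.0 citrate buffer, 37 C, 40 min.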
JMJD2E inh – inhibitors of human JMJD2E histone demethylase | B2RXH2 | JMJD2E catalytic domain, FDH-coupled NADH fluorescence (FDH is formaldehyde dehydrogenase) | Potency, µM (titrated, usually from 57.1 µM), for inactives: top-dose activity change, negative = inhibition, actives largely listed as inhibitors | 230,000 tested, 1.6% active | AID 2147; active means well fitted inhibition curve with a large enough effect, not every such curve was filed as active; inconclusive means small, poorly fitted or top-dose-only effect, or another doubt; inactive means no such curve, though single readings can be large or run the other way;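 further: 0% = wells with enzyme and -100% = buffer wells without enzyme; nearly all actives have a fitted effect of over 50% in size; many of its hits are not listed in these tables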
An asterisk follows results filed as active; ? = inconclusive; nt = no result given; & = joins results of further samples; [ ] = remark or other dose. Unless noted, the call rests on the fitted dose curve; in most records, active means well fitted curve in the direction sought with a large enough effect; inconclusive means small, poorly fitted or top-dose-only effect, or another doubt; inactive means no such curve, though single readings can be large; an effect the other way counts as inactive or inconclusive. Potency means the concentration at half of the fitted maximal effect. The list is partial; the hit share may differ from the screen's.

structure	GAA inhib	GLA spleen mod	RGS12 GoLoco inh	SMN2 splice enh	GAA glycogen mod	ALDH1A1 inh	GAA spleen mod	JMJD2E inh
CCN(CC)S(=O)(=O)c1ccc(NN=c2c(=O)c3ccccc3c2=O)cc1	nt	3%	0%	nt	3%	nt	10%	7%
O=C(O)C(Cc1ccccc1)N=Cc1c(O)c2ccccc2oc1=O (stereo unspecified)	1%	1%	13%	14%	-14%	?	-3%	3%
CSc1nc(Oc2ccc(=O)n(C)n2)nc(N(C)C)n1	-1%	6%	-23%	25%	10%	-9%	-17%	-2%
O=C(CCc1nc2ccccc2s1)OCc1ccccc1F	2%	1%	nt	nt	9%	-1%	-5%	-4%
COc1ccc(-c2nc3cnc(OC)nc3n(C)c2=O)cc1	nt	-11%	-2%	nt	nt	?	-15%	nt
COc1ccc2oc(=O)c(-c3nnc(NCc4ccco4)s3)cc2c1	0%	0%	4%	13%	2%	11%	4%	5%
Cc1ccc(CC(=O)Nc2cccc(C#N)c2)cc1	3%	3%	6%	7%	13%	-4%	-2%	3%
Cc1ccccc1OCc1nc2c3cnn(C)c3ncn2n1	-3%	1%	-10%	?	3%	-2%	-2%	-4%
Cc1cccc2cc(CNCC3CCCO3)c(Cl)nc12 (stereo unspecified)	3%	-4%	14%	1%	5%	-7%	2%	-5%
COc1ccc(Cn2c(C)c(C)c(C#N)c2NC(=O)Nc2ccc(Cl)cc2)cc1	1%	10%	49%[activator]	-16%	-6%	?	11%	-8%
CCOc1cccc(-c2nnc3sc(-c4cc(OC)c(OC)cc4OC)nn23)c1	-5%	4%	0%	-6%	7%	-1%	-7%	4%
CCCOC(=O)Nc1ccc(N2CCCCC2)cc1	-1%	0%	-13%	14µM*	-2%	0%	-1%	-2%
Clc1cccc(N2CCN(Cc3nc(-c4ccccc4)no3)CC2)c1	-5%	-12%	2%	-6%	-1%	?	-20%	2%
C/C(=N/OCO/N=C(/C)c1ccc(F)cc1)c1ccc(F)cc1	-3%	0%	3%	8.9µM*	9%	-16%	-1%	0%
O=C(Nc1ccccc1Cl)C(Cl)C(=O)c1ccccc1 (stereo unspecified)	-1%	1%	-9%	-20%	-2%	1.8µM*	0%	3%
CC(C)N(C(=O)CSc1nnc(CSc2ncccn2)n1C)C(C)C	9%	3%	-8%	nt	15%	9%	-3%	15%
Cc1ccccc1CSc1nnc(C)c(=O)n1N	6%	-6%	1%	3%	-4%	-2%	0%	3%
Cc1c(Cl)c([N+](=O)[O-])nn1CCCC(=O)Nc1sc2c(c1C#N)CCC2	-5%	2%	-14%	-9%	-15%	13µM*	4%	1%
COc1ccc(C)cc1N(CC(=O)O)S(=O)(=O)c1ccc(C)cc1	-9%	0%	3%	nt	3%	2%	2%	-1%
CC(C)n1c(SCC(=O)Nc2ccccc2N2CCOCC2)nc2c1c(=O)n(C)c(=O)n2C	3%	-5%	5%	-30%[inhibitor]	4%	9%	-1%	-3%
CCSc1nc2c(c(=O)[nH]c(=O)n2C)n1C	-8%	-2%	3%	7%	3%	-1%	6%	-1%
Cc1ccc(C(=O)NC(=S)N2CCN(C(=O)OC(C)(C)C)CC2)cc1Br	?	-1%	17%	-8%	17%	-11%	3%	-14%
CN(C)c1ccc(C(CC(=O)O)NC(=O)c2ccc(Cl)cc2)cc1 (stereo unspecified)	-5%	3%	-23%	12%	-27%	18µM*	5%	-26%
Cc1ccc(C(=O)N2C(=O)c3cccc(N)c3C2=O)o1	nt	-1%	4%	nt	3%	nt	0%	?
CCCCn1nnnc1SCC(=O)NCc1ccccc1	-10%	0%	3%	-6%	-4%	-11%	-4%	4%
Cc1ccc(C(=O)Nc2cc(Cl)ccc2Oc2ccccc2)cc1[N+](=O)[O-]	2%	3%	nt	nt	5%	-2%	3%	2%
COCCN1C(=O)N(C)[C@@H](c2ccccc2)C(C(C)=O)=C1C	nt	-8%[17.5 µM]	0%[14.2 µM]	3%[9.22 µM]	4%	-6%[13.5 µM]	-12%[17.4 µM]	6%[11.4 µM]
COCCN1C(=O)N[C@@H](c2ccc(Br)cc2)C(C(C)=O)=C1C	1%[15.4 µM]	4%&-3%	6%&5%	4%&-18%	-7%	-1%&4%	-8%&1%	-6%&1%
COc1ccc(/C=C/C(=O)NCc2ccc(F)cc2)cc1S(=O)(=O)N1CCOCC1	nt	21%	-16%	nt	0%	nt	-3%	1%
O=C(CSCc1ccccc1Cl)NNC(=O)c1ccccc1	3%	-13%	1%	-1%	11%	-9%	-4%	-9%
Cc1ccc(NC(=O)CSc2nc3c([nH]c4ccccc43)c(=O)n2C)cc1	1%	-1%	0%	-6%	7%	-16%	0%	-11%
O=C(Nc1nonc1NC(=O)C1CCCCC1)C1CCCCC1	-1%	-3%	-3%	12%	-8%	-2%	-4%	-3%
COc1ccccc1/C=C1\SC(=S)N(C(C(=O)O)c2ccccc2)C1=O (stereo unspecified)	nt	-11%	-8%	nt	0%	nt	-9%	-4%
CN(C)c1ccc(/C=N/Nc2ccc(-n3ccnc3)nn2)cc1	?	3%	-12%	?	?	7.9µM*	-2%	-6%
CC/C(C)=N/Nc1nc2c(c(=O)[nH]c(=O)n2C)n1CCc1ccccc1	?	3%	20%	nt	-10%	?	-7%	?
CCN1CCN(c2ccc(NC(=O)COc3ccccc3Cl)cc2)CC1	-2%	-4%	1%	-20%	2%	10%	1%	5%
CCN(CC)C(=O)CSc1ccc(C(F)(F)F)cc1[N+](=O)[O-]	-5%	0%	7%	0%	-4%	5%	-16%	11%
COc1ccc(OC)c(NC(=O)Cn2c(CCC(=O)O)ccc2-c2ccc(C)cc2)c1	-6%	5%	-6%	2%	2%	5%	-3%	-26%
COc1cccc(N(CC(=O)Nc2ccccc2C)S(C)(=O)=O)c1	-3%	-10%	3%	3%	5%	10%	-9%	-6%
O=C1C=C(NC2CC2)C2(CCCCC2)O1	-5%	3%	8%	-29%	3%	?	-2%	4%
CCN(CC)C(=O)CCCSc1nnc(Nc2ccccc2F)s1	-5%	-4%	-4%	nt	3%	2%	-5%	-2%
CCOC(=O)N1CCN(Cc2cc(=O)oc3ccc4ccccc4c23)CC1	-17%	-2%	9%	-3%	3%	?	-2%	?
Cc1nnc(NC(=O)CSc2nnc(-c3ccco3)o2)s1	-23%	10%	7%	-2%	4%	4%	-1%	-6%
COc1ccc(N2CCN(C(c3ccco3)c3sc4nc(C)nn4c3O)CC2)cc1 (stereo unspecified)	-4%	1%	3%	-15%	-1%	-9%	-10%	-12%
COC(=O)c1ccc(C(NC(=O)OCc2ccccc2)/C(=C/[C@@H](C)C(=O)NCc2ccc(OC)c(O)c2)c2cccnc2)cc1 (stereo partly specified)	nt	-1%	-14%	6%	nt	-5%	-3%	3%
COc1ccc(C2C(C(=O)Nc3cc(OC)c(OC)c(OC)c3)c3ccccc3C(=O)N2C)cc1 (stereo unspecified)	-3%	-11%	5%	-7%	6%	-4%	-2%	-1%
O=C(N/N=C\C=C\c1ccco1)C1COc2ccccc2O1 (stereo unspecified)	nt	-1%	5%	nt	0%	nt	-3%	-7%
CC(C)NC(=O)C1(O)c2ccccc2NC(=O)N1c1ccc(Cl)c(Cl)c1 (stereo unspecified)	2%	-18%	-14%	12%	9%	1%	10%	5%
CC(C)C[C@H](N)c1cn([C@@H](Cc2cc3ccccc3[nH]2)C(=O)N2CCNCC2)nn1	nt	-11%	7%	nt	10%	2%	-6%	-5%
COc1ccccc1-c1nc2s/c(=C\c3cccs3)c(=O)n2n1	-13%	3%	16%	26%	2%	-13%	-2%	?

(listing goes on)
structure	GAA inhib	GLA spleen mod	RGS12 GoLoco inh	SMN2 splice enh	GAA glycogen mod	ALDH1A1 inh	GAA spleen mod	JMJD2E inh
CN(C)C(=O)c1ccc(-c2ccc3ncnc(NCc4cccnc4)c3c2)cc1	nt	5%	2%	-13%	nt	?	0%	?
O=C(COC(=O)Cn1cnc2ccccc2c1=O)Nc1ccc(Cl)cc1	4%	-4%	nt	nt	7%	0%	-2%	12%
COc1ccc(N(CC(=O)N/N=C/c2ccc(-c3ccc([N+](=O)[O-])cc3)o2)S(=O)(=O)c2ccc(C)cc2)cc1Cl	-15%	11%	-6%	-9%	-7%	15%	3%	6%
O=C(NCCc1c[nH]c2ccccc12)C(=O)NCC1OCCCN1S(=O)(=O)c1cccs1 (stereo unspecified)	-2%	3%	13%	-23%	-3%	25µM*	-1%	2%
Cc1ccc(N/C(N)=N/c2nc(C)cc(N3CCCCC3)n2)c(C)c1	0%	-7%	3%	-60%[inhibitor]	-12%	-1%	-4%	9%
Nc1ccc(C(=O)OCC(=O)Nc2cc([N+](=O)[O-])ccc2F)cc1	-4%	0%	-15%	5%	3%	10%	-2%	2%
COC(=O)c1cccc(NC(=O)C23CC4CC(C2)CC(n2cncn2)(C4)C3)c1	-2%	-9%	1%	-1%	-2%	?	-1%	2%
COc1ccccc1CNc1ccc(C(=O)O)cc1	11%	2%	3%	-12%	-8%	-2%	0%	-4%
CC1CCC/C(=N\NC(=O)c2ccncc2)C1 (stereo unspecified)	1%	5%	-3%	-33%[inhibitor]	?	-3%	4%	53%[activator]
O=C(CCN1C(=O)COc2ccccc21)NCCN1CCOCC1	-8%	1%	6%	-10%	0%	7%	3%	0%
Cc1cc(OCC(=O)O/N=C(\N)Cc2cccs2)ccc1Br	0%	6%	3%	7%	1%	6%	-2%	-2%
O=C(Nc1ccccc1)C(=O)c1cn(CC(=O)N2CCCCC2)c2ccccc12	1%	5%	16%	8%	-4%	?	-1%	8%
CC(C)C(=O)Nc1c2c(nc3c1CCC3)CCCC2	-5%	6%	3%	-14%	4%	8%	9%	-5%
Cc1ccccc1-c1ccc(=O)n(CC(=O)Nc2ccc(C(=O)N3CCCC3)cc2)n1	-3%	4%	-9%	4%	1%	?	6%	3%
CCOC(=O)c1cnn(-c2ccccc2)c1NC(=O)CCl	5%	12%	-7%	-16%	3%	?	-5%	1%
